PAFAH2 FP inh = PAFAH2 enzyme inhibitors, primary screen, biochemical, fluorescence polarization, human; Platelet-activating factor acetylhydrolase 2, cytoplasmic (Homo sapiens), Q99487; recombinant PAFAH2, FP-rhodamine activity probe; inhibition, % at 3.39 µM; 0.99% of 340,000 active;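 active = inhibition above the mean over all tested compounds plus 3 SD, cut at about 30% in these data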;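 also: inhibitors block probe labeling of enzyme so polarization drops; 0% = enzyme with DMSO and 100% = wells lacking PAFAH2 protein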
PAFAH1B3 FP inh = PAFAH1B3 enzyme inhibitors, primary screen, biochemical, fluorescence polarization, human. Platelet-activating factor acetylhydrolase IB subunit alpha1 (Homo sapiens), Q15102. recombinant PAFAH1B3, FP-rhodamine probe. inhibition, % at 3.39 µM. 0.28% of 340,000 active. AID 492972, 2010;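 active = inhibition above the screen-wide average of all tested compounds plus 3 SD, cut at about 25% in these data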;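 also: 0% = enzyme with DMSO only and 100% = wells lacking PAFAH1B3 protein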
Target sequence (Q15102 whole entry, looked up): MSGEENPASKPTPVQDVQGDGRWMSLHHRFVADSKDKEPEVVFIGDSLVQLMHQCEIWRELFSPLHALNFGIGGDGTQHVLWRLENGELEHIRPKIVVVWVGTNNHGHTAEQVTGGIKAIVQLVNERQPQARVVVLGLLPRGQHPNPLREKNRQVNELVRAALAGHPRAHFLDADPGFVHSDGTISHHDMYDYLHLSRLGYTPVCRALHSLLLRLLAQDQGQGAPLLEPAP
PAFAH1B2 FP inh = PAFAH1B2 enzyme inhibitors, primary screen, biochemical, fluorescence polarization, human; Platelet-activating factor acetylhydrolase IB subunit alpha2 (Homo sapiens), P68402; recombinant PAFAH1B2, FP-rhodamine activity probe; inhibition, % at 3.39 µM; 1.2% of 340,000 active;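 active = inhibition above the mean of all tested compounds plus 3 SD, cut at about 24% in these data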;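 also: 0% = enzyme with DMSO and 100% = wells lacking PAFAH1B2; many of its hits are not listed in these tables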
Target sequence (P68402 whole entry, looked up): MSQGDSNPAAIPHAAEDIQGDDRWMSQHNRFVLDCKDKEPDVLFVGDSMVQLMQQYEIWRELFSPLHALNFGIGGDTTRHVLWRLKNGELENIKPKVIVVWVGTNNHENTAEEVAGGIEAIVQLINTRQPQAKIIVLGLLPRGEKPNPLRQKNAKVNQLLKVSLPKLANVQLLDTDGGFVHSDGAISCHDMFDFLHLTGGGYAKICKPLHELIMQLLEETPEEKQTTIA
The depositor's hits bear a star. An excerpt. The share of hits here may be higher or lower than overall.

SMILES	PAFAH2 FP inh	PAFAH1B3 FP inh	PAFAH1B2 FP inh
CCCN(CC(=O)Nc1ccccc1C)C(=O)c1ccc(OCC(=O)N2CCOCC2)c(OCC)c1	6	1	-1
Cc1cc(C)cc(NS(=O)(=O)CCCS(=O)(=O)Nc2cc(C)cc(C)c2)c1	6	-1	8
C#CCOCCOCCOCCNc1nc(N2CCN(C(=O)Cn3cc(CCO)nn3)CC2)nc(N2CCN(C(=O)Cn3cc(CCCN=C(N)N)nn3)CC2)n1	12	3	6
Cc1cccc(N2CCN(CC(O)COc3ccc4ccccc4c3)CC2)c1 (stereo not drawn)	0	7	6
COc1cccc(NC(=O)N2CCC(NC(=O)C(Cc3ccccc3OC)NC(C)=O)CC2)c1 (stereo not drawn)	-8	6	3
CCn1c(=NC(=O)CN2C(=O)CCC2=O)sc2c(C)cc(C)cc21	1	-5	2
CCOc1ccc(C2c3[nH]c4ccccc4c3C[C@H]3C(=O)N(C4CC4)CC(=O)N23)cc1OC (stereo partly drawn)	-5	10	4
COC(=O)C1C2CC3c4[nH]c5cc(OC)ccc5c4CCN3CC2CC(O)C1OC (stereo not drawn)	-3	7	-1
COc1ccc(Nc2nc(=O)c3cc([N+](=O)[O-])ccc3s2)cc1	2	-13	2
O=C(Cc1ccc(F)cc1)N1CCN(c2ccc([N+](=O)[O-])cc2)CC1	11	9	6
COc1ccc(C2c3cc4c(cc3OC(NNC(N)=O)C2C)OCO4)cc1 (stereo not drawn)	-1	1	-2
Cc1ccc(C)c(NC(=O)NCCN2CCCCC2)c1	8	4	6
O=C(Nc1csnn1)OCc1ccccc1	3	8	5
CC(C)CNC(=O)c1ccccc1C(=O)NC1(C(=O)NCC(C)C)CCCC1	4	8	5
COC(=O)c1ccc2[nH]c(C)c(CN3CCCC3)c(=O)c2c1	4	-2	5
Cc1cccc2c1NC(=O)C2=O	16	36*	14
CC(=O)Nc1cccc(C(=O)N(CCc2ccccc2)Cc2ccccc2)c1	4	3	6
COc1ccc(C(CNC(=O)CCNS(=O)(=O)c2ccccc2C(F)(F)F)N2CCOCC2)cc1 (stereo not drawn)	1	7	3
CCOc1ccc(CCN2C(=O)C(=O)N([C@@H](CC(C)C)CN3CCC[C@@H]3CN3C(=O)C(=O)NC[C@@H]3Cc3ccccc3)C[C@@H]2Cc2ccc(O)cc2)cc1	-1	3	-1
COc1ccc(C(C)(C)C)cc1NC(=O)COC(=O)CSCc1c(C)noc1C	0	-4	5
CN1NC(=O)CC1c1ccccc1 (stereo not drawn)	-1	3	3
O=Nc1c2cc3ccccc3[nH]c-2c2ccccc12	-12	-17	-3
O=c1[nH]nc(N=Nc2c(O)[nH]c3ccc(F)cc23)c(=O)[nH]1	12	5	5
CC(=O)c1ccc(OCCCC(=O)Nc2ccc(C)c(S(=O)(=O)N3CCOCC3)c2)cc1	2	-10	-5
O=C(c1ccc(F)cc1)c1cccc(C(=O)c2ccc(F)cc2)n1	-7	14	2

Other entries follow.
SMILES	PAFAH2 FP inh	PAFAH1B3 FP inh	PAFAH1B2 FP inh
Cc1cccnc1NC(=O)c1ccco1	-2	1	1
O=C(NC(Cc1ccccc1)C(=O)N1CCCCCC1)c1ccccc1 (stereo not drawn)	-2	9	2
CC(=O)Nc1ccc(C=NNC(=O)C2CC2)cc1	8	6	4
CSc1nc2[nH]c(=O)[nH]c2c(=O)[nH]1	0	2	2
CCCCc1nnc(NC(=O)CCc2ccccc2)s1	-9	-7	0
NC(=O)c1ncn([C@@H]2O[C@H](CNCc3ccccc3OCc3ccc(Cl)cc3Cl)[C@@H](O)[C@H]2O)n1	-7	6	5
CC(C)(O)CN(C(=O)c1ccc([N+](=O)[O-])cc1)C1CCCC1	5	8	3
COc1ccc(Br)cc1/C=N/Nc1ccc(S(=O)(=O)Nc2ccccc2C(=O)O)cc1[N+](=O)[O-]	19	7	5
CCOC(=O)/C=c1/s/c(=C/c2ccccc2OC)c(=O)n1CC(=O)N1CCOCC1	-4	5	3
CCOC(=O)C1=C(COC(=O)c2ccc(OC)c(S(=O)(=O)N3CCOCC3)c2)NC(=O)NC1C (stereo not drawn)	3	5	2
C#CCOCCOCCOCCNc1nc(N2CCOCC2)nc(N2CCN(C(=O)[C@H](C)n3cc(CCC(=O)O)nn3)CC2)n1	-4	3	-2
Cc1cc(NC2=CC(=O)C(=O)c3ccccc32)no1	20	33*	11
COc1cc2c(c(OC)c1OC)-c1ccc(SC)c(=O)cc1C(NC(=O)c1ccccc1)CC2 (stereo not drawn)	1	14	-5
COc1ccc(-c2c(C)nc(N)nc2-c2ccc(OC)cc2O)cc1	14	4	0
O=c1ccc2cc3c(-c4ccccc4)coc3cc2o1	8	5	0
Cc1c([N+](=O)[O-])cc(N2C(=O)C=CC2=O)cc1[N+](=O)[O-]	0	7	1
CCSc1nc2sc3c(c2c(=O)n1C1CCCCC1)CCN(C)C3	2	7	0
Cc1sc2nc(CSC(C)C(=O)NC3(C#N)CCCCC3)[nH]c(=O)c2c1C (stereo not drawn)	4	1	6
N#Cc1ccccc1COC(=O)c1ccc2c(c1)OCCO2	1	8	-4
S=c1nc[nH]c2c1cnn2Cc1ccccc1	3	7	4
O=C(COC(=O)c1cncc(Br)c1)Nc1ccc(F)c(F)c1F	6	0	-3
CC(=O)OC1CCC2(C)C(=CCC3C2CCC2(C)C3CC3ON=C(C)C32)C1 (stereo not drawn)	4	1	4
O=C1NC(=O)N(c2ccc(Cl)cc2)C(=O)/C1=C/c1ccc2c(c1)CCN2Cc1ccccc1Cl	5	-3	-2
Cc1cccc(N=C2CCCC2C(=O)Nc2cccc(C)c2C)c1C (stereo not drawn)	6	4	6
O=C(COC(=O)c1ccc(S(=O)(=O)NCc2ccco2)cc1)Nc1ccccc1	6	0	2

Another view of some results above:
PAFAH2 FP inh,PAFAH1B3 FP inh,PAFAH1B2 FP inh,Structure
4,8,5,CC(C)CNC(=O)c1ccccc1C(=O)NC1(C(=O)NCC(C)C)CCCC1
4,-2,5,COC(=O)c1ccc2[nH]c(C)c(CN3CCCC3)c(=O)c2c1

Continuation.
SMILES	PAFAH2 FP inh	PAFAH1B3 FP inh	PAFAH1B2 FP inh
CCn1cc([N+](=O)[O-])c(C(=O)N2CCCc3ccccc32)n1	-2	5	4
COc1ccc(-c2noc(C3CCCN(C(=O)c4ccccc4C)C3)n2)cc1 (stereo not drawn)	0	3	1
CCn1cc(CCCC(=O)NCc2cccnc2)c2ccccc21	3	7	7
COc1cccc(-c2cn(-c3cccc(C(F)(F)F)c3)c(=S)[nH]2)c1	-1	3	-2
Cc1cc(C)c(C#N)c(SCC(=O)Nc2cccc(S(=O)(=O)N3CCCC3)c2)n1	-2	5	9
CCCc1ccc2oc(C(=O)NCCc3nc(C(=O)OCC)cs3)c(C)c2c1	3	-3	6
C=CCn1c(SCC(=O)NCC(c2ccccc2)N(C)C)nc2sc3c(c2c1=O)CCC3 (stereo not drawn)	-3	8	2
CCOCCCNC(=O)Cc1ccc(-n2c(CC)nc3cccnc32)cc1	-2	12	8
CN(C)c1ncnc2c1C(c1ccccc1)C(C)(C)O2 (stereo not drawn)	10	9	16
Nn1cnnc1N/N=C/c1ccc(Cl)cc1Cl	-2	-2	5
O=C(NCc1ccccc1)c1cc(=O)nc2sc(-c3ccccc3)nn12	-8	-1	0
CCOC(=O)C1=C(COC(=O)CNS(=O)(=O)c2ccc(NC(C)=O)cc2)NC(=O)NC1C (stereo not drawn)	-8	-4	2
CCOC(=O)c1[nH]c(C)c(/C(C)=N\O)c1C	0	-7	3
CCOC(=O)CSc1nc2sc3c(c2c(=O)n1-c1ccc(C)cc1)CCN(C)C3	5	-4	-7
O=C1C(=Cc2cccs2)Oc2ccccc21	1	7	4
O=C(O)C1C=Cc2ccccc2N1C(=O)c1ccccc1 (stereo not drawn) (tested in a mixture with another compound)	2	4	6
CCN(CC)CCCNC(=O)c1oc2ccc3c(c2c1C)C(O)CC(C)(C)O3 (stereo not drawn)	-2	-2	5
Cc1cc(CN2CCN(CC(=O)Nc3cc(Cl)ccc3-n3cncn3)CC2)no1	2	1	0
COc1ccc(C(=O)C2CC2)cc1	0	-3	2
CN(C)c1nc(N2CCN(c3ccc(F)cc3)CC2)c(C#N)c(=O)o1	2	10	6
c1cnc2ccc3c(c2c1)COCO3	-5	1	3
O=[N+]([O-])c1ccc(C=NN=Cc2ccc([N+](=O)[O-])cc2)cc1	1	11	7
COc1ccc(C(=O)N2CCC(NC(=O)C(Cc3ccccc3OC)NC(C)=O)CC2)cc1 (stereo not drawn)	1	-3	2
Cc1n[nH]c(C)c1NC(=O)CN1CCN(S(=O)(=O)c2ccc(C(F)(F)F)cc2)CC1	1	-1	0
O=C(Nc1cc(S(=O)(=O)N2CCOCC2)ccc1N1CCCC1)c1cc(F)c(F)cc1Cl	-1	-4	-4

Ordered by the number under PAFAH2 FP inh (highest first): 3 of the compounds above.
molecule	PAFAH2 FP inh	PAFAH1B3 FP inh	PAFAH1B2 FP inh
CCOC(=O)CSc1nc2sc3c(c2c(=O)n1-c1ccc(C)cc1)CCN(C)C3	5	-4	-7
O=[N+]([O-])c1ccc(C=NN=Cc2ccc([N+](=O)[O-])cc2)cc1	1	11	7
c1cnc2ccc3c(c2c1)COCO3	-5	1	3

Continuation.
SMILES	PAFAH2 FP inh	PAFAH1B3 FP inh	PAFAH1B2 FP inh
COc1ccc(-c2csc(NC(=O)Cc3cccc4ccccc34)c2C(=O)O)cc1	23	7	6
CCC(C)N(C(=O)CSc1nnc(-c2cccs2)n1C1CC1)C1CCS(=O)(=O)C1 (stereo not drawn)	-1	6	1
O=C1CC(c2ccccc2)C(=O)N2C(=O)CC(c3ccccc3)C(=O)N12 (stereo not drawn)	13	-1	0
CC1C=CC=CC=CC=CC=CC=CC=CC(OC2OC(C)C(O)C(N)C2O)CC2OC(O)(CC(O)CC(O)C(O)CCC(O)CC(O)CC(=O)OC(C)C(C)C1O)CC(O)C2C(=O)O (stereo not drawn)	1	5	-11
O=C(Nc1ccn(CCCNCc2ccc3c(c2)OCO3)c(=O)n1)OCc1ccccc1	3	5	5
CC1=CC(C)(C)NC(=S)N1CCO	-2	5	7
COc1ccc(Cl)cc1S(=O)(=O)N1CCN(C(=O)c2cc(OC)c(OC)c(OC)c2)CC1	0	3	-1
Nc1cc(Oc2cccnc2)cc([N+](=O)[O-])c1	1	3	7
CC1(CC(=O)O)C(=O)N=C2C=CC=CN21 (stereo not drawn)	-5	7	1
CCOC(=O)c1c(-c2cccc([N+](=O)[O-])c2)csc1NC(=O)CCCOc1ccccc1OC	3	0	2
CCOc1ccccc1NC(=S)N1CCN(c2ccccc2F)CC1	-1	9	4
Cc1nc2c(cnn2CCO)c(=O)[nH]1	3	-1	-5
COc1ccccc1N1CCN(CCCN2CC(=O)N3CCCCC3C2=O)CC1 (stereo not drawn)	5	-2	-5
O=c1nc2s/c(=C\c3ccc(-c4ccccc4[N+](=O)[O-])o3)c(=O)n2nc1-c1ccccc1	25	16	-1
CCOC(=O)c1c(NC(=O)CSc2nnc(-c3ccncc3)n2Cc2ccco2)sc(C(C)=O)c1C	-12	-2	4
NC(=S)NN=C1CCC2(CCCCC2)CC1	-3	0	10
C/C(=N\NC(=O)c1ccccc1N)c1ccc(NC(=O)Cc2ccccc2)cc1	3	8	-1
O=C(O)c1cccc(NN=C2c3ccccc3-c3ccccc32)c1	20	42*	5
O=C1N[C@@H](c2ccccc2)COC(=O)[C@H](Cc2ccc(F)cc2)C/C=C\C[C@H]1CC(=O)N(CCO)Cc1ccccc1	3	10	3
c1ccc2nc3c(ccc4ccccc43)cc2c1	2	5	2
CC1=[N+](C)c2c(ccc3cccnc23)C1(C)C	-93	-147	-100
Cc1cc(C=O)sc1[B-](F)(F)F	9	1	-3
CSc1nc(NCCN(C)C)c2sc3nc(-c4ccco4)c4c(c3c2n1)CCC4	2	-2	3
CC(C(=O)NCC1CCCCC1)N1CCN(S(=O)(=O)c2cccs2)CC1 (stereo not drawn)	2	7	2
Cc1nc(CN2CCN(S(=O)(=O)c3c(Cl)cc(Br)cc3Cl)CC2)cs1	2	9	0

The final 5 records of the part before open the next one.
SMILES	PAFAH2 FP inh	PAFAH1B3 FP inh	PAFAH1B2 FP inh
CC1=[N+](C)c2c(ccc3cccnc23)C1(C)C	-93	-147	-100
Cc1cc(C=O)sc1[B-](F)(F)F	9	1	-3
CSc1nc(NCCN(C)C)c2sc3nc(-c4ccco4)c4c(c3c2n1)CCC4	2	-2	3
CC(C(=O)NCC1CCCCC1)N1CCN(S(=O)(=O)c2cccs2)CC1 (stereo not drawn)	2	7	2
Cc1nc(CN2CCN(S(=O)(=O)c3c(Cl)cc(Br)cc3Cl)CC2)cs1	2	9	0
Cc1cccc(C(=O)NCCCNC(=O)c2cccc(C)c2)c1	1	5	5
O=C1Nc2ccccc2C1=NN1CCCCCC1	5	11	4
O=C(CCN1CCCCC1)N1CCc2c([nH]c3ccccc23)C1c1cccnc1 (stereo not drawn)	6	8	3
CN(C)C(=S)N=c1ssc(=S)n1Cc1ccccc1	1	9	1
CCC1(CC)C(=O)NC(=O)NC1=S	9	4	5
NC(=O)CC(c1ccccc1)c1ccc2c(c1)OCO2 (stereo not drawn)	0	14	1
O=C(Cc1ccc(S(=O)(=O)N2CCOCC2)s1)N1CCN(S(=O)(=O)c2ccccc2[N+](=O)[O-])CC1	-2	4	1
